F508del corr: F508del CFTR correction, initial screen, CFBE line, single point; CFBE cells, YFP halide quenching; stimulated with forskolin plus potentiator P3; % fluorescence drop versus neutral controls; actives 0.36% (n = 350,000); activity (quench increase), % at 7.58 µM;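 active means mean added fluorescence quench of at least 8% versus neutral control, with both replicates also reaching 8%; inconclusive means only one of the mean or replicate conditions met; inactive means mean below 8% and not both replicates reaching 8%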;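 further: cells transiently co-express mutant CFTR-F508del with the halide-sensitive YFP; corrector assay measuring rescue of mutant channel to the surface after 24 h compound exposure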
INS-1E GSIS act: GLuc luminescence reporter in INS-1E cells, primary screen for activators of glucose-dependent secretion of insulin; actives 0.61% (n = 370,000); AID 743287, 2014; activation, % at 16.6 µM; INS-1E GLuc reporter insulin secretion, 2-3 h;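 active means lowest replicate activation of at least 40%, so every replicate reaches that level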;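 further: 0% = median of neutral control wells and 100% = median of IBMX positive control wells; some compounds called inactive have numbers as strong as hits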
E-sel inducer: E-selectin induction in HUVECs, primary screen, imaging, HUVEC, immunofluorescence imaging, single point; normalized: neutral wells 0, TNF-alpha wells 100; activation, % at 7.58 µM; actives 0.37% (n = 260,000);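 active means mean E-selectin-positive cell signal at least 10% of the positive control, reached in at least 60% of replicates, without over 20% cell loss; inconclusive means no rule given, readout overlaps actives, possibly toxicity-flagged; inactive means the rest, including those meeting only one limit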;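 further: in these data hits start at about 27%; measured in HUVEC primary endothelial cells; signal is the percent of cells scored E-selectin positive by PE staining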
Target sequence (P16581 whole entry, looked up): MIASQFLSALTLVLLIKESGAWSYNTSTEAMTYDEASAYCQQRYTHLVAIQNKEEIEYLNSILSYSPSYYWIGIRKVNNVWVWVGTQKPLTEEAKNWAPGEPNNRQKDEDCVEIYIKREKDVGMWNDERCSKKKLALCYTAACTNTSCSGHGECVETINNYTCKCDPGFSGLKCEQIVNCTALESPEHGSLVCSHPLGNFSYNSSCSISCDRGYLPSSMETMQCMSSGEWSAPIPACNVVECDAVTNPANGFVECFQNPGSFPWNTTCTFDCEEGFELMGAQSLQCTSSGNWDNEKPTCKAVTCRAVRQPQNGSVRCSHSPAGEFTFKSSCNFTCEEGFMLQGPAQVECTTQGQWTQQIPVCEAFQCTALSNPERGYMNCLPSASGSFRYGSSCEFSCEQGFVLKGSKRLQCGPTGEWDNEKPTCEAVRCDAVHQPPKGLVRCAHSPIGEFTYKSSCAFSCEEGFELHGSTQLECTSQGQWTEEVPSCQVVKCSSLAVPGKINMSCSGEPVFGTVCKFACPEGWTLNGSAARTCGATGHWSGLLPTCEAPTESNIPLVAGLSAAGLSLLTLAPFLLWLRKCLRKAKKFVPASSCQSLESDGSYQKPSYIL
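Read-out basis: % PE-positive cells; Test system: HUVEC primary endothelial cells; Technique: immunofluorescence imaging; Dosing: single-point compound dose.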
RAD54 branch: inhibitors of human RAD54 branch migration, primary screen, biochemical, fluorescence, single point. RAD54 Holliday junction branch migration, FAM/BHQ fluorescence. AID 602329, 2012. actives 0.14% (n = 360,000). DNA repair and recombination protein RAD54-like (Homo sapiens), Q92698. inhibition, % at 10.4 µM;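 active means mean normalized replicate activity at least 40 and at least half of replicates scoring 40 or more; inconclusive means only one of the two criteria met; inactive means mean below 40 and under half of replicates reaching 40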;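 further: 0% = median of neutral control wells and 100% = median of positive control wells; inhibitors cause a drop in the FAM fluorescence signal; in these data hits start at about 50%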
CASP6 VEID inh: human caspase-6 inhibitors, primary screen, biochemical, VEID-R110 fluorescence, single point, set 2 | P55212 | purified caspase-6, Z-VEID-R110 cleavage fluorescence | inhibition, % at 12.5 µM | actives 0.53% (n = 350,000);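 active means mean inhibition across replicates at least about 35%, with every replicate also reaching that limit, limit read from the data; inconclusive means only one of the two criteria met; inactive means neither criterion met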;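 further: 0% = median of neutral control wells and 100% = no fluorescence left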
Target sequence (P55212 24-179 limits assumed): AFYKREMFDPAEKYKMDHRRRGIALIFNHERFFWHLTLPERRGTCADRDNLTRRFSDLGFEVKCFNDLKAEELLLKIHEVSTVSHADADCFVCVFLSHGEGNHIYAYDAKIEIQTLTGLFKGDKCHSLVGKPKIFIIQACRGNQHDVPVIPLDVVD
Target sequence (P55212 194-293 limits assumed): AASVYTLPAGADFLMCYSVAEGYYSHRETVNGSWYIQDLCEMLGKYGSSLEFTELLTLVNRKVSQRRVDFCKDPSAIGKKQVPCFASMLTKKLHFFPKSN
RAD52 anneal inh: RAD52 DNA annealing inhibitors, primary screen, biochemical, FRET, single point, set 2; DNA repair protein RAD52 homolog (Homo sapiens), P43351; recombinant RAD52 DNA annealing, FRET fluorescence; inhibition, % at 18.7 µM; actives 0.46% (n = 360,000); AID 651710, 2012;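 active means every replicate showing at least 50% inhibition; inconclusive means mean inhibition at least 50% but not in every replicate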
XiGFP reactiv: activators of inactive X chromosome reactivation, primary screen, imaging, XiGFP fibroblasts, GFP high-content imaging, set 2 | XiGFP mouse fibroblasts, % GFP-positive cells imaging, 3 d; cells co-treated with 5-aza-dC sensitizer; scaled so ellipticine positive control = 100% | activation, % at 7.58 µM | actives 0.055% (n = 360,000) | AID 743238, 2013;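 active means mean normalized replicate activation at least 10% and every replicate at or above 10%; inconclusive means only one of the two criteria met; inactive means mean below 10% and not all replicates reach 10%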;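 further: 0% = median of on-plate neutral control wells and 100% = ellipticine 6 µM median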
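Schedule: 3 d treatment, 15 min room-temperature fixation; system: 68-5-11 XiGFP fibroblast line; buffer or medium: DMEM plus 5-aza-dC sensitizer; control set: ellipticine 6 µM positive control; compound: one concentration, pinned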
DENV2 CPE rescue: inhibitors of DENV2 cytopathic effect, primary screen, cell-based, plate reader, single concentration; actives 1.7% (n = 350,000); DENV2-infected cells, cytopathic effect rescue; CPE inhibition, % at 9.99 µM; AID 651640, 2012; in the data active means CPE inhibition above about 20%, passing the limit was not always enough; inconclusive means no clear call, values can overlap the other calls; tested in BHK-21 cells;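 further: 0% = median of neutral control wells and 100% = median of positive control wells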
* marks the source's active call; other numbers are inactive results; ? = inconclusive; · = not tested or not shown; & = joins results of further samples.

structure	F508del corr	INS-1E GSIS act	E-sel inducer	RAD54 branch	CASP6 VEID inh	RAD52 anneal inh	XiGFP reactiv	DENV2 CPE rescue
COc1ccc(C[C@H]2CCc3cnnn3COC[C@@H](Cc3ccccc3)NC2=O)cc1	·	-4	-0.1	·	5	-2	0.0	5
O=C(CNC(=O)Cc1cccc2ccccc12)NCc1ccc(F)cc1	-2.8	-5	25	-1	2	-17	0.0	-4
Nc1cc(N)nc(SCCc2ccccc2)n1	-2.1	-5	0.0	-1	0	-15	0.0	-6
CNC(=O)c1[nH]cnc1C(=O)Nc1ccccc1	3.5	14	0.0	-4	21	-41	0.0	-1
O=C(/C=C/c1c(F)cccc1Cl)NCCCN1CCOCC1	-0.4	0	0.5	7	-3	-13	0.3	-3
COCCn1c(N)c(N(Cc2ccccc2)C(=O)C2CCCCC2)c(=O)[nH]c1=O	-0.7	13	·	·	1	-8	-0.1	·
COc1ccc(N(C)C(=O)c2cc3c(s2)-c2ccccc2S(=O)(=O)C3)cc1	2.2	12	5.0	-8	3	-9	0.0	0
Cc1ccc(S(=O)(=O)Nc2ccc3c(c2)C(=O)N([C@H](C)CO)C[C@@H](C)[C@H](CN(C)S(=O)(=O)c2c(C)noc2C)OCCCC[C@@H](C)O3)cc1	-1.6	4	·	6	2	-42	0.1	-12
NC(=O)C1CCN(c2ccc(C(F)(F)F)cn2)CC1	-4.2	1	·	·	-3	-7	0.0	-5
C[C@@H]1CN([C@H](C)CO)C(=O)c2cccc(NS(=O)(=O)c3ccc(F)cc3)c2O[C@@H]1CN(C)S(=O)(=O)c1cn(C)cn1	-1.1	15	1.2	-7	1	6	-0.7	-8
OC1(c2ccccc2)CC(c2ccccc2)c2ccccc2O1 (centres undefined)	0.2	-8	-0.6	-7	0	-7	-0.1	-1
CCN(CC1COc2ccccc2O1)C(=S)NCCCN(C)C (centres undefined)	1.2	-5	·	·	-14	2	-0.1	-4

Following part:
structure	F508del corr	INS-1E GSIS act	E-sel inducer	RAD54 branch	CASP6 VEID inh	RAD52 anneal inh	XiGFP reactiv	DENV2 CPE rescue
Cc1noc(C)c1NC(=O)Nc1cccc2c1O[C@H](CN(C)Cc1ccc(C(=O)Nc3ccccc3N)cc1)[C@H](C)CN([C@@H](C)CO)C2=O	-3.9	-4	-0.2	·	-2	4	0.1	-7
O=C(O)/C=C/C(=O)Nc1ccc(OC(F)(F)F)cc1Br	0.9	-6	0.0	2	1	-7	0.1	-6
O=C(NNc1c(F)c(F)cc(F)c1F)C1CCN(S(=O)(=O)c2ccccc2F)CC1	-3.3	-19	·	-2	2	-8	0.0	43*
O=C(C[C@@H]1CC[C@H]2[C@@H](COC[C@H](O)CN2C(=O)c2ccncc2)O1)Nc1ccc(-c2ccccc2)cc1	2.2	-15	0.0	-6	1	5	0.6	28*
C#CCOCCOCCOCCNc1nc(N2CCN(C(=O)[C@H](C)n3cc(CCC(=O)O)nn3)CC2)nc(N2CCN(C(=O)[C@H](C)n3cc(CCC(=O)O)nn3)CC2)n1	3.6	7	-0.2	-13	3	-8	0.3	-2
CC(C)C#Cc1cnc2c(c1)C(=O)N([C@H](C)CO)C[C@H](C)[C@@H](CN(C)C(=O)Nc1cc(F)ccc1F)O2	1.9	-34	0.1	13	1	2	-1.9	6
COc1cccc(C(=O)c2c[nH]c(C(=O)NCc3cccnc3)c2)c1	1.1	-11	11	·	-1	-55	0.3	-7
CCCCN(C(=O)c1ccc(C)cc1)c1c(N)n(CCC)c(=O)[nH]c1=O	0.7	34	0.0	-2	-3	-7	0.3	4
COc1ccc(CCNC(=O)C2CCC(C(C)(C)C)CC2)cc1OC (centres undefined)	3.2	-17	·	-1	0	-5	0.3	3
O=C1NC[C@@H](CCCCN2CCN(CCc3ccc(O)cc3)C(=O)C2=O)N(Cc2ccccc2)C1=O	-1.4	5	·	·	7	-14	-0.1	87*
Cc1ccc(S(=O)(=O)CC(=O)N2CCN(c3ccccc3F)CC2)cc1	0.4	-10	·	-1	-2	-14	0.0	4
C=CCc1cc(C)ccc1OCCCn1ccnc1	0.5	3	0.7	1	-2	-5	0.0	-5

(further entries)
structure	F508del corr	INS-1E GSIS act	E-sel inducer	RAD54 branch	CASP6 VEID inh	RAD52 anneal inh	XiGFP reactiv	DENV2 CPE rescue
O=C(Nc1ccc(F)cc1F)N1CCCN(CCOc2ccccc2)CC1	0.2	-5	-0.2	1	-1	-7	-0.1	9
O=c1[nH]c2ccc(S(=O)(=O)NCc3ccccc3)cc2[nH]1	·	-5	·	·	-4	-13	0.1	2
O=C(COc1ccc2ccc(=O)oc2c1)Nc1ccc(CN2CCOCC2)cc1	-0.2	16	·	-3	-4	-25	0.1	-4
C[C@H](CO)N1C[C@H](C)[C@@H](CN(C)C(=O)Nc2ccccc2)Oc2ccc(NC(=O)Cc3ccccc3)cc2CC1=O	0.9&-0.3	9	0.0	4&-4	-1&0	14&49	0.0	-1&-3
CC(C)[C@H](NC(=O)OC(C)(C)C)c1cc(C(=O)NCCc2c[nH]c3ccccc23)c(N)s1	-0.9	·	-0.3	·	2	-108	0.0	-7
CCC(=O)Nc1ccc2c(c1)C(=O)N(C)C[C@@H](OC)[C@H](C)CN(C(=O)c1cnccn1)[C@H](C)CO2	1.0	11	-0.5	0	-2	-6	-0.1	4
COc1cccc(N2CC(C(=O)Nc3nnc(SCc4cccnc4)s3)CC2=O)c1 (centres undefined)	-4.1	1	·	·	1	-44	-0.1	-6
O=C(CN1CCOCC1)NCC[C@@H]1CC[C@@H](NC(=O)Nc2ccccc2)[C@@H](CO)O1	1.1	18	-0.2	2	0	2	-0.2	·
C[C@H](CO)N1C[C@H](C)[C@@H](CN(C)C)Oc2ccc(N(C)C)cc2C1=O	-1.0	4	0.0	-6	3	-7	-0.9	3
O=C(CN1CCOCC1)N[C@@H]1CC[C@@H](CCNC(=O)Nc2cc(F)ccc2F)O[C@@H]1CO	-2.8	-6	0.0	8	2	5	-0.1	4
CN(C(=O)COC(=O)CSc1ccc(C(N)=O)cc1[N+](=O)[O-])C1CCS(=O)(=O)C1 (centres undefined)	-4.8	6	0.3	-4	-1	-9	0.0	17
CC(=O)c1cccc(Nc2nc3ccccc3n3cnnc23)c1	4.5	24	-0.1	-5	·	-5	0.3	-4

Later entries
structure	F508del corr	INS-1E GSIS act	E-sel inducer	RAD54 branch	CASP6 VEID inh	RAD52 anneal inh	XiGFP reactiv	DENV2 CPE rescue
COc1ccc2c(-c3cnc(N4CCOCC4)nc3)c(-c3ccc(S(C)(=O)=O)cc3)sc2c1	4.3	-1	-0.2	-1	0	-5	1.6	-8
COc1ccc([C@H]2N[C@]3(CCCN(Cc4ccc(C(F)(F)F)cc4)C3=O)[C@H]3C(=O)N(Cc4ccccc4)C(=O)[C@@H]23)cc1	6.0	-14	4.0	-11	1	-13	0.1	10
CCOc1ccc(C2CC(c3ccccc3C)n3ncnc3N2)cc1 (centres undefined)	7.5	3	1.9	4	-4	-4	0.2	10
Cc1nnc(NC(=O)c2ccccc2NC(=O)c2ccccc2)s1	1.0	-4	-0.7	-4	-3	-8	0.1	5
S=c1[nH]nc(-c2ccc(Cl)cc2)n1/N=C/c1cccs1	-2.0	-4	1.6	-3	-2	-5	-0.1	-4
CCOc1c2ccccc2nn1CCOC	-1.6	-3	0.4	-5	1	-12	0.4	4
Cc1nccn1C[C@@H]1CCc2c(c3ccccc3n2C)C1=O	-0.2	17	0.0	1	5	-2	0.0	2
CC=Cc1ccc2n(c1=O)C[C@@H]1[C@@H](CO)[C@H](C(=O)NCc3ccc4c(c3)OCO4)[C@H]2N1C(=O)COC (mixture of isomers)	·	3	0.0	-8	2	1	0.1	5
Cc1cc(C)nc(Nc2ncc(O)n2-c2ccc(Br)cc2)n1	0.8	-19	·	·	-1	-23	0.0	?
CCC(=O)Nc1ccc(C(=O)Nc2cccnc2)cc1	1.2	7	·	4	-1	1	·	-5
O=c1ccoc2ccccc12	4.4	·	·	0	-4	4	·	2
N#CCc1ccc(OC(=O)c2cnccc2C(F)(F)F)cc1	-1.7	12	0.3	-3	·	-10	0.0	0

Going on with the list:
structure	F508del corr	INS-1E GSIS act	E-sel inducer	RAD54 branch	CASP6 VEID inh	RAD52 anneal inh	XiGFP reactiv	DENV2 CPE rescue
CC(C)(C)OC(=O)C[C@H]1C/C=C\C[C@H](CC(=O)N[C@H](CO)Cc2ccccc2)C(=O)N[C@H](Cc2ccccc2)COC1=O	-3.1	-4	-0.1	-1	3	-6	0.1	-7
Cc1ccc(S(=O)(=O)CC(=O)N2CC(C)OC(C)C2)cc1 (centres undefined)	-1.6	28	-0.1	8	-2	-8	0.0	1
O=[N+]([O-])c1ccc(NCCNS(=O)(=O)c2ccccc2)cc1	1.3	-3	·	6	0	-2	0.0	·
CC1CCCC(NC(=O)c2cccc(S(=O)(=O)NCc3ccccc3)c2)C1C (centres undefined)	0.3	-44	·	1	0	6	0.1	0
CNC[C@H]1Oc2c(NS(=O)(=O)c3ccc(F)cc3)cccc2C(=O)N([C@@H](C)CO)C[C@H]1C	2.0	-9	·	-1	1	12	-0.3	-1
CCCN(C)C[C@@H]1Oc2cc(Br)ccc2S(=O)(=O)N([C@H](C)CO)C[C@@H]1C	1.8	18	2.7	10	0	3	0.2	-6
NC(=O)NC(CC(=O)NCCc1ccc(S(N)(=O)=O)cc1)c1ccc(Cl)cc1 (centres undefined)	?	0	-1.4	-2	0	-10	0.0	-2
C[C@@H]1CN([C@@H](C)CO)S(=O)(=O)c2ccc(C3=CCCC3)cc2O[C@H]1CN(C)CC1CC1	1.5	6	0.4	6	-4	0	-0.2	13
CC(c1ccccc1)C1OCC(C[N+]2(C)CCCCC2)O1 (centres undefined)	6.8	4	3.4	·	-9	-12	0.0	-4
C/C(Cn1nnc2ccccc21)=N/OC(=O)c1c(F)cccc1F	-1.1	8	0.3	-4	-4	-15	0.0	-5

Assay outcomes deposited in PubChem by Broad Institute.
